Bioassay records: PubChem BioAssay, Broad Institute
EWS-Fli inh: blocks EWS/Fli oncoprotein-driven transcription; A673 NR0B1-luciferase reporter, viability-normalised; inhibition, % at 12.6 µM; 350,000 compounds, 0.67% hits;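 active = mean inhibition of at least 50% after viability correction, with every replicate also passing that limit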;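 note: firefly luciferase signal divided by Alamar Blue viability fluorescence both relative to DMSO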
FN deposit inh: fibronectin deposition inhibition | AID 743247 | inhibition, % at 12.6 µM | 350,000 compounds, 0.086% hits | AH1F fibroblasts, Alexa488-fibronectin deposition fluorescence, overnight;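 active = mean inhibition across replicates of 30% or more, regardless of how many single replicates reach that level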;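 note: positive control wells lacked labelled fibronectin entirely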
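Material: AH1F fibroblasts assembling fluorescent fibronectin matrix; amount: 10000 AH1F cells/well; medium: DMEM, 2% serum; reagent: Alexa488-fibronectin, 24 nM final in well; dosing: single compound dose, delivered by pin transfer; incubation: 1 h adhesion, overnight exposure; detection: fluorescence after three HBSS washes, excitation 485 nm, emission 525 nm; measure: fibronectin deposition inhibition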
S100A4 MyoIIA: S100A4-myosin IIA interaction inhibition; S100A4/TAMRA-MyoIIA peptide fluorescence polarization; inhibition, % at 10.7 µM; 360,000 compounds, 0.14% hits; AID 652163;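 active = mean inhibition of at least 70% across replicates, with every replicate also reaching that level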
Target sequence (P26447 whole entry, looked up): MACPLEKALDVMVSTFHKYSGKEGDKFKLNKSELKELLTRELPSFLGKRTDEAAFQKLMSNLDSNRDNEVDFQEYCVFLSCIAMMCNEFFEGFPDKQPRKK
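Material: S100A4 monomer protein / Buffer or medium: 50 mM HEPES pH 7.2, 10 mM CaCl2, 100 mM KCl / Times: 5 min incubation before reading / Benchmarks: neutral control DMSO, positive control TFP / Reagent: labelled myosin peptide probe, 5 nM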
LGR2 antag: blocks bursicon-induced cAMP signaling via Drosophila LGR2 | HEK293 LGR2, CRE-luciferase, bursicon-stimulated, 4 h | inhibition, % at 9.99 µM | AID 720647 | 380,000 compounds, 0.35% hits;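 active = drop in luminescence signal, shown as inhibition above about 50% in the replicate tests, limit read from the data, passing the limit was not always enough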;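 note: agonist challenge used bursicon conditioned medium at about half maximal strength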
PglD DTNB: inhibitors of Campylobacter jejuni PglD acetyltransferase. purified PglD enzyme, DTNB colorimetric CoA detection. inhibition, % at 12.5 µM. 360,000 compounds, 0.098% hits. AID 602405; in the data active = inhibition above about 16%, passing the limit was not always enough; note: strong numbers were not always called active
PAX8 inh HTS: inhibitors of PAX8 transcriptional activity in RMG-I cells; RMG-I TPO-luciferase reporter, SteadyGlo, 24 h; inhibition, % at 12.6 µM; 360,000 compounds, 1.2% hits; AID 652154;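 active = mean replicate inhibition at least 60% with every replicate also reaching 60%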;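 note: luciferase light reporting Pax8 driven TPO promoter activity; plate controls were median of neutral control wells for no effect and mitoxantrone controls for full effect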
PGC1a acetyl inh: lowers PGC1a acetylation signal in U2OS cells | 350,000 compounds, 0.17% hits | AlphaScreen anti-acetyl-lysine; with virally co-expressed GCN5 acetyltransferase | AID 651687 | inhibition, % at 15.6 µM;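 active = every replicate shows inhibition of at least 40%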;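 note: 0% = neutral control wells and 100% = positive control wells; some results beyond the cut were filed as inactive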
ERAP1 inh: blocks human ERAP1 aminopeptidase activity; recombinant ERAP1, Leu-AMC fluorescence, 60 min; Q9NZ08; 340,000 compounds, 0.15% hits; inhibition, % at 10.7 µM;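 active = mean replicate inhibition of at least 30%, or all replicates individually reaching that 30% level; inactive = mean below 30% and not every replicate reaching it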;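 note: 0% = neutral control wells and 100% = L-leucinethiol positive control wells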
Target sequence (Q9NZ08 whole entry, looked up): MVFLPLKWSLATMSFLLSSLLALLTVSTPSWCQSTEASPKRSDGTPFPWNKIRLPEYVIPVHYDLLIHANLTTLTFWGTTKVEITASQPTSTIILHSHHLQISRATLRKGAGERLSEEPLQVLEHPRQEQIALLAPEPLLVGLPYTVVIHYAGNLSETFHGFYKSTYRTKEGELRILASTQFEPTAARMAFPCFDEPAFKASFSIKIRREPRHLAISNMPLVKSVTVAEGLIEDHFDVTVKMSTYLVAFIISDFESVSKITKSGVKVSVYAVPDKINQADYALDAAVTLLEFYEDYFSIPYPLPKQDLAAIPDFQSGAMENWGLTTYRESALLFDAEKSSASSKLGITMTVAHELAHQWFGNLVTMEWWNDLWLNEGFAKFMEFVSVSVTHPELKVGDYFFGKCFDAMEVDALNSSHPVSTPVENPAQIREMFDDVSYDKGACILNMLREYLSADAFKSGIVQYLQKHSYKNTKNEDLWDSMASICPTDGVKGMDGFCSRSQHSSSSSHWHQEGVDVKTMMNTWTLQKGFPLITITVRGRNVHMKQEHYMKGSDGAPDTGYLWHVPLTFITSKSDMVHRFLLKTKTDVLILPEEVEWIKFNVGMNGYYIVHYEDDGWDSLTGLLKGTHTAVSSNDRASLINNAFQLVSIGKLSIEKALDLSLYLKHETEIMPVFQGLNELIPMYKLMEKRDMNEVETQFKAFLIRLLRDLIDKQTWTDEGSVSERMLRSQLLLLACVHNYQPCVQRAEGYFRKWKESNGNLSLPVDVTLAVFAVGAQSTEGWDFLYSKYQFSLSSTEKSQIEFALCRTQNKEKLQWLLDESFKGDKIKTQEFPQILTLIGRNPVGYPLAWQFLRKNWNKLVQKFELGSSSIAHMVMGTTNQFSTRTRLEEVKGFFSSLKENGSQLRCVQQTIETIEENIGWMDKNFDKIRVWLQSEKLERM
* hit, by the source's call; . = not tested or not shown.

SMILES	EWS-Fli inh	FN deposit inh	S100A4 MyoIIA	LGR2 antag	PglD DTNB	PAX8 inh HTS	PGC1a acetyl inh	ERAP1 inh
CCc1c(N)nc(N)nc1Nc1ccccc1C	-1	1	-6	-16	-3	-7	.	-3
COc1ccc(S(=O)(=O)N(CCc2ccccc2)CC(=O)NC(C)C)cc1	.	2	.	-38	3	.	-28	.
CCN(CC(=O)Nc1c(F)cccc1F)C(=O)c1cc(C)oc1C	-1	6	0	4	.	1	.	1
CNC(=S)N1N=C(c2ccc(OC)cc2)CC1c1ccccc1Cl (stereo not given)	10	-3	0	-1	.	-7	.	0
CCCC#Cc1ccc([C@@H]2[C@@H](CO)N3C(=O)CN(C(=O)Cc4cccnc4)C[C@H]23)cc1	3	.	3	17	.	5	3	0
CCOC(=O)C1(CCOC)CCN(C(C)CCc2ccc(OC)cc2)CC1 (stereo not given)	-3	-16	-7	-31	.	22	.	-3
Cc1ccc(NC(=O)CN(C)S(=O)(=O)c2ccc3c(c2)c(=O)n(C)c(=O)n3C)cc1	1	7	-4	3	2	0	10	2
Cc1ccc(OCC(=O)NCCNC(=O)c2cnccn2)cc1	4	0	-3	-9	2	9	.	0
O=S(=O)(c1ccccc1)C1CON(Cc2ccccc2)C1c1ccccc1 (stereo not given)	-4	-2	1	10	.	-10	-1	4
COc1ccccc1NC(=O)CCC(=O)N/N=C(/C)c1ccc(C)cc1	4	6	-6	-1	.	6	.	-2
CN(C)S(=O)(=O)N1CCC(Oc2ccc(C(=O)N3CCCCCCC3)cc2)CC1	-52	-1	2	-24	-1	-65	0	0
COc1ccc(S(=O)(=O)N2CCOC2CNC(=O)C(=O)NCc2ccncc2)cc1C (stereo not given)	.	.	1	13	5	-3	2	-2
COc1ccc2c3c([nH]c2c1)[C@@H](CO)N(C(=O)CN(C)C)CC31CCN(C(=O)c2ccncc2)CC1	1	.	4	1	.	.	3	-1
C=C(C)CSc1nncn1/N=C/c1ccc(OC)cc1	.	9	.	-40	3	.	-3	.
CCOC(=O)C1CCCN(C(=O)c2cccc(S(=O)(=O)N3CCOCC3)c2)C1 (stereo not given)	7	6	4	12	-3	9	.	-3
Cn1nnnc1SCC(=O)N1N=C(c2ccc(Cl)cc2)CC1c1ccco1 (stereo not given)	5	4	-2	-18	4	6	1	1
Cc1ccc2c(c1)N(Cc1ccc([N+](=O)[O-])cc1)C=NS2(=O)=O	11	0	-5	4	-4	0	3	-9
C[C@H](CO)N1C[C@H](C)[C@H](CN(C)S(=O)(=O)c2cn(C)cn2)Oc2c(NC(=O)C3CC3)cccc2C1=O	-4	.	5	18	2	0	9	0
C[C@H](CO)N1C[C@H](C)[C@@H](CN(C)S(=O)(=O)c2ccc(F)cc2)Oc2ccc(NS(C)(=O)=O)cc2C1=O	-10	.	-5	.	0	.	0	0
CCCCN(C=O)c1c(CC)nc2ccc(C(=O)NCCc3c[nH]c4ccccc34)cn12	19	-19	6	9	2	19	7	2
O=C(c1ncn(Cc2ccccc2)c1C(=O)N1CCc2ccccc2C1)N1CCc2ccccc2C1	13	-4	17	-6	5	-10	.	1
Cc1[nH]c2ccc(Br)cc2c(=O)c1CN1CCCCCC1	7	5	-1	5	1	-4	6	2
O=S(=O)(N[C@H]1CC[C@@H](CCn2cc(-c3ccccc3F)nn2)O[C@@H]1CO)c1ccc(F)cc1	1	.	-2	-1	.	-2	.	6
O=C(CCNC(=O)c1ccc(Cl)cc1)NCc1ccccc1Cl	-1	.	-1	-2	-4	10	.	1
COC(=O)[C@H](C)N1C/C=C\COc2c(Cl)cc(Cl)cc2S1(=O)=O	-18	-9	-5	-16	5	13	-6	.

Nothing new here: 3 of the compounds above.
SMILES	EWS-Fli inh	FN deposit inh	S100A4 MyoIIA	LGR2 antag	PglD DTNB	PAX8 inh HTS	PGC1a acetyl inh	ERAP1 inh
CCc1c(N)nc(N)nc1Nc1ccccc1C	-1	1	-6	-16	-3	-7	.	-3
COc1ccc(S(=O)(=O)N(CCc2ccccc2)CC(=O)NC(C)C)cc1	.	2	.	-38	3	.	-28	.
CCN(CC(=O)Nc1c(F)cccc1F)C(=O)c1cc(C)oc1C	-1	6	0	4	.	1	.	1

(more compounds)
SMILES	EWS-Fli inh	FN deposit inh	S100A4 MyoIIA	LGR2 antag	PglD DTNB	PAX8 inh HTS	PGC1a acetyl inh	ERAP1 inh
COCC#Cc1cnc2c(c1)C(=O)N([C@@H](C)CO)C[C@@H](C)[C@@H](CN(C)C(C)=O)O2	-6	-3	-18	2	4	.	4	2
Cc1cc(C)cc(C(=O)Nc2ccncc2)c1	0	4	-4	-2	5	12	.	-2
Cc1ccsc1C(C(=O)NC(C)(C)C)N(Cc1ccco1)C(=O)c1csnn1 (stereo not given)	-1	-21	-2	-1	2	-9	7	-3
C/C(=N/NS(=O)(=O)c1ccc(Br)cc1)c1cccc(NC(=O)C2CC2)c1	20	-1	38	0	-3	0	-7	-2
O=C(C1CCCCC1)N1CCC(CO)(Cc2ccccc2Cl)CC1	4	.	-1	0	.	13	.	0
COc1ccc(CN(C)C[C@@H]2OCCCC[C@@H](C)Oc3ccc(NC(=O)Nc4ccc(F)cc4)cc3C(=O)N([C@@H](C)CO)C[C@H]2C)cc1	-17	.	9	5	11	-11	4	0
CC(C)(C)[S@](=O)N1Cc2cc(C(=O)N3CCc4ccccc4C3)nc(-c3cccc(-c4cncnc4)c3)c2[C@@H]1CCO	5	-7	-8	-5	7	-2	21	-2
CC1CCN(CC(=O)Nc2ccc(S(=O)(=O)N3CCC(C)CC3)cc2)CC1	25	-8	-8	-7	-5	6	.	0
O=C(Nc1nnc(-c2ccccc2Cl)o1)c1ccco1	.	3	.	0	2	.	-5	.
COc1ccc(-c2cc(C(=O)N3CCCC(C(F)(F)F)C3)c3ccccc3n2)cc1OC (stereo not given)	2	0	1	-25	3	18	24	9
Cc1cc(=O)oc2cc(NC(=O)c3ccccc3OC(F)F)ccc12	-104	5	1	-39	.	-54	.	-5
Cc1cc(CN(C)Cc2c(C(=O)N3CCCCCCC3)nc3ccc(Cl)cn23)n[nH]1	11	3	4	.	.	16	.	-3
Cc1onc(-c2c(Cl)cccc2Cl)c1/C(N)=N/OC(=O)C1CC1	-9	-3	0	3	-3	-6	2	.
Cc1nc(N)sc1-c1csc(Nc2ncccn2)n1	-25	-17	4	-19	.	-40	1	6
O=C(OCc1ccccc1)N1CCC2CC1c1cc(-c3ccc4c(c3)OCO4)ccc12 (stereo not given)	-1	3	3	-22	1	-12	-10	0
CCCCn1nc2cc(C(=O)NCCCCc3ccccc3)ccc2c1OCC	0	-5	10	17	-2	-7	.	0
CN1C(=O)c2cc(NC(=O)NC3CCCC3)ccc2OC[C@H]2O[C@H](CC(=O)NCC3CC3)CC[C@@H]21	-11	-1	0	6	0	-5	-3	6
COc1ccc(F)cc1-c1cc(C(=O)N2CCc3ccccc3C2)[nH]n1	-28	-2	0	-1	2	-7	-1	0
Cc1cc(C)nc(SCc2cccc(C(=O)O)c2)n1	1	.	-3	11	2	.	-8	9
COc1ccc(C(=O)NNC(=O)CSc2nnc3ccccn23)cc1OC	-1	4	-2	-2	2	.	10	-3
Cc1ccc(C(=O)N2CCC(Cc3ccccc3)CC2)cc1[N+](=O)[O-]	-2	4	-3	12	6	30	.	4
Cc1ccc(N2C(S)=C(C#N)C(=O)NC2c2cccs2)cc1 (stereo not given)	4	4	2	-12	.	5	.	5
O=C(OCCO)c1c(C2=CCCCC2)oc2c1C(OCCO)CCC2 (stereo not given)	1	-1	-2	2	.	-32	.	6
Cc1c(C(=O)N2CCCC2)c(S(=O)(=O)NCC(C)c2ccccc2)c(C)n1C (stereo not given)	-5	-8	-15	-8	5	-1	6	-7
C[C@H]1CN([C@@H](C)CO)C(=O)c2cc(NC(=O)NC3CCCCC3)ccc2O[C@H]1CN(C)Cc1ccccc1	0	.	22	9	3	-14	-1	3
Further results follow:
SMILES	EWS-Fli inh	FN deposit inh	S100A4 MyoIIA	LGR2 antag	PglD DTNB	PAX8 inh HTS	PGC1a acetyl inh	ERAP1 inh
O=C(Cc1cccs1)NCc1cccs1	-10	.	0	27	8	.	8	-7
Cc1ccc(C(=O)NC2CCCCN(C)C2=O)cc1 (stereo not given)	-24	-1	-2	-17	.	-34	.	-4
C[C@H]1CN([C@@H](C)CO)C(=O)c2cc(-c3ccc(C(=O)N(C)C)cc3)cnc2O[C@@H]1CN(C)C(=O)c1cccnc1	-8	.	-36	-9	3	1	-5	0
COc1ccc(CCNC(=O)CSCc2ccc(Br)cc2)cc1OC	13	2	0	-3	7	23	-12	0
CC(=O)Nc1cccc(NC(=O)c2ccc(COc3ccccc3)cc2)c1	-122	6	-3	-68	-1	-206	7	3
COc1cccc(COC(=O)C2CC(=O)N(Cc3ccco3)C2)c1OC (stereo not given)	0	-7	-4	19	-1	.	1	-6
CC(=O)Nc1cc(-c2cccc(C(=O)NCCN(C)C)c2)cn2c(-c3ccc(F)c(Cl)c3)cnc12	8	4	-5	-9	-4	-13	.	4
Cc1ccc(S(=O)(=O)N2[C@@H](c3cccc(Cl)c3)C(C(=O)O)=CC[C@H]2c2ccc(Cl)c(Cl)c2)cc1	-4	5	-2	16	-2	-11	-4	.
Cc1cccn2c(=O)c(C=O)c(N3CCN(c4ccccc4)CC3)nc12	24	-2	-8	.	.	10	.	4
O=C(N[C@@H]1CC[C@H](CCNS(=O)(=O)c2cccc(Cl)c2)O[C@H]1CO)c1ccc(F)cc1	7	-1	-19	9	2	12	-15	3
NC(=O)C1CCN(C(=O)c2cnn(-c3ccccc3)c2NC(=O)c2cccc(F)c2)CC1	13	0	15	-1	0	-7	-4	-1
CCCc1nc(N)c(C#N)c(-c2ccco2)c1CC	.	1	.	12	-6	.	5	.
CC[C@@H](C)[C@@H]1CN([C@@H](C)CN2CCC[C@H]2CN2C(N)=NC[C@H]2C(C)C)C(=N)N1CCc1ccc(Cl)c(Cl)c1	0	.	47	7	0	56	-3	9
CCOCCCNC(=O)Cc1c(C(=O)O)[nH]c2ccc(Cl)cc12	1	0	-4	3	3	12	1	-2
CCOC(=O)C(C#N)C(=N)C1C(=O)OC2CCCCC21 (stereo not given)	0	-3	2	-2	.	-2	.	-2
CC(C(=O)Nc1cccnc1)n1cc([N+](=O)[O-])cn1 (stereo not given)	-3	.	7	11	.	-19	.	2
Cc1cc(-c2nnc(CCC(=O)N(C)Cc3cccc4ccccc34)o2)no1	-7	11	-3	-2	-3	-19	13	0
Cc1ccc(S(=O)(=O)NCC(=O)NCC(=O)N2CCC(C)CC2)cc1	6	6	-1	-3	-2	-6	6	5
O=C(CN1C(=O)COc2ccc(Cl)cc21)N1CCOCC1	.	5	-1	20	1	-22	6	-2
Cc1cc(C(F)F)n2ncc(C(=O)N3CCCCC3)c2n1	.	-1	.	.	-6	-14	-4	.
Cc1c([N+](=O)[O-])cc(C(=O)Nc2ccc(Cc3ccncc3)cc2)cc1[N+](=O)[O-]	6	14	-20	20	.	-5	.	2
C[C@@H]1CCCCO[C@@H](CN(C)C(=O)NC2CCCCC2)[C@@H](C)CN([C@H](C)CO)C(=O)c2cc(NC(=O)NC3CCCCC3)ccc2O1	-7	-5	-18	8	6	-34	2	3

Copied from the list:
Cc1c([N+](=O)[O-])cc(C(=O)Nc2ccc(Cc3ccncc3)cc2)cc1[N+](=O)[O-] | ERAP1 inh = 2
O=C(CN1C(=O)COc2ccc(Cl)cc21)N1CCOCC1 | PGC1a acetyl inh = 6
COc1ccc(CCNC(=O)CSCc2ccc(Br)cc2)cc1OC | PAX8 inh HTS = 23
C[C@H]1CN([C@@H](C)CO)C(=O)c2cc(-c3ccc(C(=O)N(C)C)cc3)cnc2O[C@@H]1CN(C)C(=O)c1cccnc1 | PAX8 inh HTS = 1
